# Nrf2 inh: Nrf2 qHTS screen for inhibitors; A549 ARE-Fluc reporter, luciferase luminescence, 18-24 h; Potency, µM (titrated, usually from 46 µM), for the others: top-dose activity change, negative = inhibition, most hits filed as inhibitors; actives 2.1% (n = 360,000); also: potency is read from the fitted curve at half-maximal effect; % is scaled to controls: 0 for no effect and ±100 for the full control effect; nearly all actives have a fitted effect of over 60% in size
#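 Two sequential reads on A549 ARE_Fluc cells exposed to compound for 18-24 h: a CellTiter-Fluor fluorescence read for viability, then a luciferase luminescence read for Nrf2/ARE activity.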
# Nrf2 ARE act: qHTS of Nrf2 Activators; AID 624171, 2012; actives 0.31% (n = 410,000); AREc32 ARE-luciferase reporter (MCF7-derived line), luminescence, 24 h; Potency, µM (titrated, usually from 46.1 µM), for inactives: at the highest dose activation, most hits filed as activators; also: potency is read from the fitted curve at half-maximal effect; % of control where 0% means no effect; nearly all actives have a fitted effect of over 65% in size
#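 AREc32 cells carrying an ARE-driven firefly luciferase, 1000 cells/well in OPTI-MEM with 5% FBS, dosed after overnight attachment and incubated 24 hr at 37 deg C. Steady-Glo luminescence read after 30 min at RT.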
# TGFb SMAD3 inh: qHTS for Inhibitors of TGF-b; actives 1.2% (n = 410,000); Potency, µM (titrated, usually from 46.1 µM), without a hit: at the top dose activity, negative = inhibition, hits mostly inhibitors; HepG2 CAGA-GFP TGF-b/SMAD3 reporter, GFP fluorescence, 18 h; TGF-beta stimulated, 500 pg/mL final; also: potency is read from the fitted curve at half-maximal effect; % is scaled to controls: 0 for no effect and ±100 for the full control effect; nearly all actives have a fitted effect of over 65% in size
#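 Using HEPG2 CAGA-GFP reporter cells at 1000 cells/well, we pinned test compounds, stimulated with recombinant TGF-beta (500 pg/mL final) and measured total well GFP after 18 h.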
# HepG2 tox: qHTS for Inhibitors of TGF-b: Cytotox Counterscreen; HepG2 CAGA-GFP viability, ATP luminescence, 18 h; Potency, µM (titrated, usually from 46.1 µM), for the others: top-dose activity change, negative = cytotoxicity, actives largely listed as cytotoxic; actives 0.76% (n = 410,000); AID 588856, 2011; also: potency is read from the fitted curve at half-maximal effect; some results filed as inactive show a strong effect at the top dose
#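 CellTiter-Glo luminescence gave cytotoxicity after 18 hours at 37 degrees C. The cells were HepG2 CAGA-GFP in 1% FBS DMEM, stimulated with 500 pg/mL TGF-beta after compound addition. %Activity was normalised to no-cell wells (complete cell-killing) and DMSO (no toxicity), and curves were fitted and classified.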
# A549 viability: Nrf2 qHTS screen for inhibitors: counterscreen for cytotoxicity; A549 ARE-Fluc cells, CellTiter-Fluor viability, 18-24 h; Potency, µM (series often up to 46 µM), without a hit: top-dose activity change, negative = cytotoxicity, most hits filed as inhibitors; actives 0.16% (n = 390,000); AID 504648, 2011; also: potency is read from the fitted curve at half-maximal effect; % is scaled to controls: 0 for no effect and ±100 for the full control effect
#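 Cytotoxicity counterscreen: CellTiter-Fluor fluorescence was measured in A549 ARE_Fluc cells after 18-24 h of compound exposure in a concentration series. The subsequent BugLite luminescent read reports ARE-luciferase activity.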
# S2 tox: Viability Counterscreen for Primary qHTS for Inhibitors of ATXN expression; S2 cells (HEK-293 line with an ATXN2-luciferase reporter) viability, CellTiter-Fluor protease fluorescence, 24 h; Potency, µM (titrated, usually from 56.7 µM), usual class: cytotoxic; actives 0.49% (n = 400,000); also: potency is read from the fitted curve at half-maximal effect; nearly all actives have a fitted effect of over 40% in size
# MCF10A rerep: A quantitative high throughput screen for small molecules that induce DNA re-replication in MCF 10a normal breast cells; Potency, µM (top dose mostly 46.1 µM), for the others: at the highest dose activity, positive = re-replication, most hits filed as activators; MCF 10A DNA re-replication, Hoechst nuclear intensity, 48 h; actives 2.9% (n = 350,000); also: potency is read from the fitted curve at half-maximal effect; % of control where 0% means no effect; nearly all actives have a fitted effect of over 50% in size
# ATXN2 expr inh: Primary qHTS for Inhibitors of ATXN expression; HEK-293 ATXN2-luciferase reporter, luminescence, 24 h; Potency, µM (highest dose often 57 µM), inactives show at the highest dose activity change, negative = inhibition, hits mostly inhibitors; actives 0.72% (n = 360,000); also: potency is read from the fitted curve at half-maximal effect; % is scaled to controls: 0 for no effect and ±100 for the full control effect; nearly all actives have a fitted effect of over 55% in size
#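 ATXN2-luciferase reporter cells (luciferase flanked by upstream and downstream ATXN2 gene portions) were treated 24 h at 37 °C with compounds at up to 57 uM. SteadyGlo luminescence gave expression; GF-AFC fluorescence gave viability.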
# IL-1B inflam inh: qHTS for Inhibitors of Inflammasome Signaling: IL-1-beta AlphaLISA Primary Screen | activity change, % at 57.5 µM | THP-1 LPS/ATP IL-1B secretion, AlphaLISA, 16 h; stronger effect = lower value | actives 4.7% (n = 360,000); in the data active = activity change below about -50%; inconclusive = mostly about -30% to -49%; also: % is scaled to controls: 0 for no effect and ±100 for the full control effect
#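 THP-1 cells pretreated 1 hr with compounds (up to 57.5 uM final), then stimulated with LPS (250 ng/mL final) plus ATP (1.25 mM final); secreted IL-1B measured by AlphaLISA after 16 hr, decreased signal indicating inhibition.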
# * hit, by the source's call; i = inactive; ? = inconclusive; . = no result given; & = joins results of further samples; [ ] = remark or other dose. Unless noted, calls follow the shape of the dose curve; as a rule, active = well fitted curve in the direction sought with a large enough effect; inconclusive = small, poorly fitted or top-dose-only effect, or another doubt; inactive = no such curve, though single readings can be large; an effect the other way counts as inactive or inconclusive.
SMILES,Nrf2 inh,Nrf2 ARE act,TGFb SMAD3 inh,HepG2 tox,A549 viability,S2 tox,MCF10A rerep,ATXN2 expr inh,IL-1B inflam inh
CC1=C(C(=O)Nc2ccccc2C(=O)NCCCOC(C)C)SCCO1,3%,-0.5%,-8%,-6%,-1%,i,1%,-15%,-1
COc1ccc(C(=O)Oc2ccc(/C=N/NC(=O)c3ccccc3OC)cc2[N+](=O)[O-])cc1,8%,0.0%,?,-9%,10%,i,0%,-7%,20
COc1ccc(Cl)cc1-n1c(N)c(C(N)=O)sc1=S,-2%,-0.2%,-15%,-1%,3%,i,4%,0%,14
CCOCC(=O)Nc1nnc(C2CCCCC2)s1,11%,0.8%,7%,-6%,0%,i,-6%,13%,?
Cc1ccc(C(=O)N2CCN(c3ccccn3)CC2)cc1,0%,0.4%,12%,12%,-1%,i,11%,2%,23
O=C(COc1ncnc2ccccc12)NCCc1ccccc1,2%,0.1%,1%,8%,-4%,i,4%,-18%,12
COCCCNC(=O)c1cc(C(=O)c2ccccc2Br)c[nH]1,-8%,-0.1%,13%,-2%,9%,i,-7%,.,-14
COC(=O)C1=C(NC(=O)c2cccc(OC)c2)CCS1,.,5.6%,-7%,-12%,15%,i,-14%,-15%,19
COc1cc(Cl)ccc1OCc1cc(C(=O)N2CCN(c3ccccn3)CC2)no1,?,-0.4%,-15%,-9%,-3%,i,?,-18%,9
Brc1ccc(-c2nc(-c3ccccn3)no2)o1,?,0.1%,1%,-41%,-8%,i,-6%,?,13

# Shown with values under each structure: three of the compounds above.
# The line under a structure holds: Nrf2 inh	Nrf2 ARE act	TGFb SMAD3 inh	HepG2 tox	A549 viability	S2 tox	MCF10A rerep	ATXN2 expr inh	IL-1B inflam inh
COc1ccc(C(=O)Oc2ccc(/C=N/NC(=O)c3ccccc3OC)cc2[N+](=O)[O-])cc1
    8%	0.0%	?	-9%	10%	i	0%	-7%	20
O=C(COc1ncnc2ccccc12)NCCc1ccccc1
    2%	0.1%	1%	8%	-4%	i	4%	-18%	12
COc1cc(Cl)ccc1OCc1cc(C(=O)N2CCN(c3ccccn3)CC2)no1
    ?	-0.4%	-15%	-9%	-3%	i	?	-18%	9

# Additional results:
SMILES,Nrf2 inh,Nrf2 ARE act,TGFb SMAD3 inh,HepG2 tox,A549 viability,S2 tox,MCF10A rerep,ATXN2 expr inh,IL-1B inflam inh
COCCn1c(SC(C)C(=O)Nc2ccc(N3CCOCC3)cc2)nnc1-c1ccncc1 (stereo unspecified),22%,0.2%,10%,0%,0%,i,1%,-5%,7
COc1ccc2c(c1OC)C(=O)N1C2SC[C@H]1C(=O)NC1CC(C)(C)NC(C)(C)C1 (stereo partly specified),14%,-0.5%,5%,0%,4%,i,-9%,12%,-13
O=C(c1ccccc1)N1CCN(c2ccc(N3CCOCC3)nn2)CC1,-8%,-1.1%,0%,-39%,1%,i,0%,2%,11
CCn1ncc(Br)c1C(=O)Nc1ccccc1C(F)(F)F,-16%,3.3%,3%,-1%,0%,i,-22%,.,-7
O=C(COC(=O)Cc1ccccc1[N+](=O)[O-])NCc1ccccc1Cl,-5%,1.3%,4%,0%,6%,i,-2%,.,-2
COC(=O)/C=C/C(=O)NCc1ccco1,?,2.6%,-8%,-3%,-18%,i,-30%[inhibitor],9%,8
CC(=O)N1CCN(C(=S)c2ccc([N+](=O)[O-])cc2)CC1,26%,0.1%,0%,-12%,8%,i,-10%,-3%,7
NNC(=O)C1CC(O)CN1S(=O)(=O)c1ccc(Cl)cc1 (stereo unspecified),15%,0.5%,1%,1%,-3%,i,2%,-1%,10
CCCC(C(=O)NCCC(C)C)N(Cc1ccc(OC)cc1)C(=O)c1snc(C(N)=O)c1N (stereo unspecified),-16%,-0.1%,0%,-18%,-3%,24µM*,?,15%,-18
CC1(C)CC(=O)C=C(CN2C(=O)c3ccccc3C2=O)C1=O,2%,0.3%,0%,6%,0%,i,-1%,1%,2
Cc1ccc(CN2CCN(CC(=O)NCCCN3CCN(c4ccc(F)cc4)CC3)C2=O)cc1,?,-0.8%,-8%,-34%,-5%,i,5%,-20%,?
CC1(C)N=C(N)NC(Nc2ccc(Br)cc2)=N1,3%,-0.7%,-13%,-21%,-5%,i,?,-11%,.
Cc1cc(C(=O)COC(=O)CC2Sc3ccccc3NC2=O)c(C)n1-c1ccc(Br)cc1 (stereo unspecified),-7%,1.7%,2%,0%,9%,i,20%,2%,10
CC(=O)n1cc([C@H]2C=C(C(=O)NCc3ccccc3)O[C@@H](OCc3ccc(CO)cc3)C2)c2ccccc21,-16%,4.5%,?,-6%,-17%,?,18µM*,-26%,-53*
CC1(C)CC(=O)C(CCC(=O)c2ccccc2)C(C)(C)N1 (stereo unspecified),15%,-0.3%,-5%,-3%,3%,i,-2%,-8%,0
CCN(CC(=O)Nc1ccc(S(N)(=O)=O)cc1)S(=O)(=O)c1cc(C)ccc1OC,.,-0.2%,8%,3%,-4%,i,3%,-4%,18
O=C(Oc1ccc2c(c1)OCO2)C12CC3CC(CC(C3)C1)C2,1%,0.9%,-2%,-8%,-6%,?,12%,.,-4
COc1ccc(CCNC(=O)COc2nncc3ccccc23)cc1,14%,0.1%,2%,7%,4%,i,6%,3%,-28
COc1ccccc1NC(=O)CSCC(=O)N1c2ccccc2CCc2ccccc21,18µM*,2.3%,-17%,6%,?,?,3%,.,-14
COc1ccc(-c2nc3n(c(=O)c2C#N)CCS3)c(OC)c1,3%,0.3%,6%,17%,5%,i,0%,-4%,6

# In the list so far, these contain a nitro group on carbon:
SMILES,Nrf2 inh,Nrf2 ARE act,TGFb SMAD3 inh,HepG2 tox,A549 viability,S2 tox,MCF10A rerep,ATXN2 expr inh,IL-1B inflam inh
COc1ccc(C(=O)Oc2ccc(/C=N/NC(=O)c3ccccc3OC)cc2[N+](=O)[O-])cc1,8%,0.0%,?,-9%,10%,i,0%,-7%,20
O=C(COC(=O)Cc1ccccc1[N+](=O)[O-])NCc1ccccc1Cl,-5%,1.3%,4%,0%,6%,i,-2%,.,-2
CC(=O)N1CCN(C(=S)c2ccc([N+](=O)[O-])cc2)CC1,26%,0.1%,0%,-12%,8%,i,-10%,-3%,7

# Other records
SMILES,Nrf2 inh,Nrf2 ARE act,TGFb SMAD3 inh,HepG2 tox,A549 viability,S2 tox,MCF10A rerep,ATXN2 expr inh,IL-1B inflam inh
COc1ccc2cc(C(=O)C3CCCN(C(=O)C4=NN(C)C(=O)CC4)C3)ccc2c1 (stereo unspecified),12%,2.4%,3%,8%,-8%,i,2%,1%,8
COc1cc2c(cc1OC)CN(CCC(=O)c1ccc(Br)cc1)CC2,-3%,?,?,-27%,2%,i,-15%,.,0
CC(=O)Nc1ccc(NC(=O)CSc2nnc(-c3ccco3)o2)cc1,0%,-0.1%,8%,6%,-11%,i,-6%,-7%,-5
O=C(CSc1nc2ccccc2c(=O)n1CCC(=O)NC1CCCCC1)Nc1ccccc1Cl,.,-1.1%,2%,-7%,3%,i,.,-14%,.
COc1ccc(NC(=O)COc2ccccc2Cc2ccccc2)cc1S(N)(=O)=O,13µM*,0.1%,?,-34%,?,i,6%,-25%,-6
CCN1CCN(CC(O)COCCOc2ccc(Br)cc2)CC1 (stereo unspecified),-2%,0.0%,-17%,-1%,-6%,i,-6%,-18%,19
N#CCCn1cc(/C=N/O)c(-c2ccccc2)n1,-4%,-0.3%,9%,-9%,12%,i,2%,-10%,-5
O=C(c1cccnc1)C1CCCN(Cc2nc(Cc3ccccc3)no2)C1 (stereo unspecified),?,0.2%,-14%,-6%,4%,i,-1%,-10%,11
CCCCN(C(=O)Nc1ccc(OCC)cc1)C1CCN(C(C)=O)CC1,.,0.4%&-0.3%,?,-21%&4%,14%&2%,i,-26%,-5%,-5
Cc1cc(NC(=O)c2cccc(COc3ccc(Br)cc3)c2)no1,?,-3.0%,-18%,-22%,-12%,?,7%,-1%,39
Cc1ccccc1C1C=C(c2ccc(Cl)cc2)Nc2nnnn21 (stereo unspecified),.,1.0%,7%,3%,0%,i,.,13%,.
Cc1ccc(S(=O)(=O)N=S(CCO)CCO)cc1,-11%,0.0%,-4%,16%,5%,i,0%,4%,7
COc1ccc(CCN2CC(C(=O)NCc3ccco3)CC2=O)cc1OC (stereo unspecified),6%,0.2%,5%,-1%,?,i,?,-1%,-15
Cc1nc(Nc2ccc(S(=O)(=O)N3CCCC3)cc2)c2nnn(Cc3ccccc3)c2n1,?,0.2%,5%,15%,-1%,i,4%,-26%,24

# Compound activity (PubChem BioAssay)
